Assay outcomes deposited in PubChem by several laboratories.
sEH activator – soluble epoxide hydrolase (human) activation. purified human sEH enzymatic activity, activator screen. actives 0.04% (n = 91,000). AID 717. P34913. activation, % at 2 µM; in the data active = activation above about 37%; note: values of inactives mirror those of a sister screen read the other way
S1P2 agonist – activates the human S1P2 receptor; activation, % at 4.5 µM; O95136; S1P2-expressing cell line, agonist reporter read-out; AID 729; actives 0.46% (n = 97,000); in the data active = activation above about 16%;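 note: 0% = vehicle low control and 100% = maximal reference agonist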
Target sequence (O95136 whole entry, looked up): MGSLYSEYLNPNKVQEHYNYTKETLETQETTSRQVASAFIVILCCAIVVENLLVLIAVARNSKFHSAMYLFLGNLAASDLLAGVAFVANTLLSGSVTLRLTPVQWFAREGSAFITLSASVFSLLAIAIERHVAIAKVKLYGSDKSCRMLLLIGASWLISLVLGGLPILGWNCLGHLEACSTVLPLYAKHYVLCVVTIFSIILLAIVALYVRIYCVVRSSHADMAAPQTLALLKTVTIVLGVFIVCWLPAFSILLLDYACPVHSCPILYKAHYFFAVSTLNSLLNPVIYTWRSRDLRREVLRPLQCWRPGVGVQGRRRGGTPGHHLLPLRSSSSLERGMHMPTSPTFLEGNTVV
sEH inh – soluble epoxide hydrolase (human) inhibition | P34913 | recombinant human sEH enzymatic activity assay | inhibition, % at 2 µM | actives 0.34% (n = 91,000); in the data active = inhibition above about 80%; note: values of inactives mirror those of a sister screen read the other way; many of its hits are not listed in these tables
DAT uptake mod – changed human dopamine transporter uptake under cocaine IC80; actives 1.3% (n = 110,000); B-score at 10 µM; Q01959; LLC-PK1 hDAT cells, [14C]-dopamine uptake with cocaine IC80; actives deviate in either direction;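 active = Z score or B-score, a plate-position-corrected score, falls beyond the plate's 99.7% confidence bounds, in either direction; inactive = both scores lie inside the 99.7% bounds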;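 note: scored against the spread of the other compound wells on the same plate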
Target sequence (Q01959 whole entry, looked up): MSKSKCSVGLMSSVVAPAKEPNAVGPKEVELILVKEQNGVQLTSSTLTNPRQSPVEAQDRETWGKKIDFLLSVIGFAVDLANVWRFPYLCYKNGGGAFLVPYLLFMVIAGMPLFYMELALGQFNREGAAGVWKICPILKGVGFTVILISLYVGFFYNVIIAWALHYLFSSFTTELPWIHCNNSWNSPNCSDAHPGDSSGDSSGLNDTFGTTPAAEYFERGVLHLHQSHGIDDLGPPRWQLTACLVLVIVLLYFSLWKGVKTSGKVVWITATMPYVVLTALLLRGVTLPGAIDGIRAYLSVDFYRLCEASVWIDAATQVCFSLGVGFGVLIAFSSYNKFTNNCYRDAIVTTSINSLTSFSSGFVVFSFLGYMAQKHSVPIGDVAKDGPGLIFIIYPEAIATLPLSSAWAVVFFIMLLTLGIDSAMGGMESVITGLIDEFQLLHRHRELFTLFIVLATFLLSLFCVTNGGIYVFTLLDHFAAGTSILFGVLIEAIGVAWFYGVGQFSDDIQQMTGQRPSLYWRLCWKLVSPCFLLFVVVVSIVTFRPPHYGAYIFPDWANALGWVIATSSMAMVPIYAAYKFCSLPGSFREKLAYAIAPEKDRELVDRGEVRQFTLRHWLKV
S1P2 antag – antagonists of human S1P2 receptor. O95136. cell-based S1P2 antagonist assay, inhibition at 5 uM. inhibition, % at 5 µM. actives 0.21% (n = 97,000). AID 736; in the data active = inhibition above about 45%;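 note: CRE beta-lactamase reporter cells expressing human S1P2 stimulated with S1P; 0% = agonist at EC80 alone and 100% = agonist plus reference antagonist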
CYP2C19 act – increases human CYP2C19 enzyme activity | P33261 | recombinant CYP2C19, luciferin-H EGE luminescence; hits give high values; 0 = fully inhibited enzyme, 1 = untreated enzyme | activation factor at 5 µM | 96,000 tested, under 10 active | AID 1025;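 active = activation factor of at least 2 at 5 µM in the primary screen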;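 note: 0 = wells with 2.5 mM tranylcypromine and 1 = vehicle-only wells; values of inactives mirror those of a sister screen read the other way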
PostGolgi yeast – growth inhibition of a yeast mutant, post-Golgi transport screen | actives 0.9% (n = 98,000) | AID 739 | inhibition, % at 10 µM | post-Golgi transport phenotypic cell assay;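 note: yeast cells grown in 1536-well plates; yeast grown about 18 h at 30C before absorbance read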
CYP2C19 inh – human CYP2C19 inhibition | P33261 | CYP2C19 Supersomes, luciferin-H EGE luminescence, 30 min | inhibition, % at 5 µM | actives 21% (n = 96,000) | AID 778;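 active = CYP2C19 inhibition above a set limit at 5 µM in the primary screen, cut at about 50% in these data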;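 note: plate controls were negative control wells for no effect and 2.5 mM tranylcypromine positive control for full effect; values of inactives mirror those of a sister screen read the other way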
PostGolgi ctrl – growth of the yeast control strain, post-Golgi counter-screen. efflux-deficient yeast background strain, growth absorbance A615, 16 h. inhibition, % at 10 µM. actives 5% (n = 98,000)
An asterisk follows results filed as active. Cut-off read from the data, not from the text of the source, unless noted: active = inhibition above about 30%; inactive = the rest.

Cn1c2ccccc2c2ncn(CCCN3CCOCC3)c(=O)c21 was read as sEH activator 5, S1P2 agonist -5, sEH inh -6, DAT uptake mod 0.052, S1P2 antag -9, CYP2C19 act 0.8, PostGolgi yeast 8, CYP2C19 inh 22 and PostGolgi ctrl 0.
COCCNC(=O)c1c(CSc2ccc(F)cc2)noc1C(=O)NCc1ccccc1 was read as sEH activator -9, S1P2 agonist -9, sEH inh 10, DAT uptake mod 0.91, S1P2 antag -5, CYP2C19 act 0.9, PostGolgi yeast -3, CYP2C19 inh 13 and PostGolgi ctrl 14.
Screening O=C(OCCN1CCCCC1)c1cc2ccccc2o1 returned sEH activator -2, S1P2 agonist 0, sEH inh 3, DAT uptake mod -0.52, S1P2 antag 13, CYP2C19 act 0.6, PostGolgi yeast 1, CYP2C19 inh 35 and PostGolgi ctrl -1.
CCC1(C)Cc2c(C#N)c(N)sc(=S)c2CO1 (centres undefined) was read as sEH activator 2, S1P2 agonist -1, sEH inh 1, DAT uptake mod 0.86, S1P2 antag -11, CYP2C19 act 1, PostGolgi yeast 6, CYP2C19 inh 5 and PostGolgi ctrl -6.
`CCOC(=O)c1[nH]c(C)c(/C(O)=C2\C(=O)C(=O)N(CCCN(CC)CC)C2c2cccnc2)c1C` (centres undefined) gave sEH activator -4, S1P2 agonist 0, sEH inh 5, DAT uptake mod 0.98 and S1P2 antag 2.
Screening Cc1ccc(/C=N\NC(=O)c2cc(OCC(F)(F)F)ccc2OCC(F)(F)F)cc1 returned S1P2 agonist -6, DAT uptake mod 0.025, S1P2 antag 19, CYP2C19 act 1, PostGolgi yeast 3, CYP2C19 inh 4 and PostGolgi ctrl 2.
Screening CCc1cccc(C)c1NC(=O)CN1C(=O)c2ccccc2S1(=O)=O returned S1P2 agonist -4, DAT uptake mod -1.3, S1P2 antag -3, CYP2C19 act 0.2, PostGolgi yeast 5, CYP2C19 inh 77* and PostGolgi ctrl 29.
`CCCN(CCC)c1nc(NC2CCN(C(=O)OCC)CC2)nc(OC)n1` gave sEH activator 11, S1P2 agonist 3, sEH inh -11, DAT uptake mod 2.3, S1P2 antag 0, CYP2C19 act 0.7, PostGolgi yeast 4, CYP2C19 inh 31 and PostGolgi ctrl 18.
For CCC(=O)N1CCn2c1nc1ccccc12 the results were sEH activator -11, S1P2 agonist -5, sEH inh 10, DAT uptake mod -1.6, S1P2 antag 8, CYP2C19 act 1, PostGolgi yeast -2, CYP2C19 inh -3 and PostGolgi ctrl 2.
Screening COc1cc(OC)nc(NC(=O)CSc2nnc(-c3ccccc3)n2C2CCCCC2)n1 returned sEH activator 7, S1P2 agonist -3, sEH inh -7, DAT uptake mod 0.48 and S1P2 antag 14.
Screening CC1(C)Oc2ccc3ccc(=O)oc3c2C(N2CCCCC2)C1O (centres undefined) returned sEH activator -9, S1P2 agonist -4, sEH inh 9, DAT uptake mod 0.61, S1P2 antag 6, CYP2C19 act 1, PostGolgi yeast 10, CYP2C19 inh 2 and PostGolgi ctrl 4.
Screening CC(=O)c1cccc(NC(=O)Nc2cnn(Cc3ccc(Cl)cc3Cl)c2)c1 returned sEH activator -38, S1P2 agonist -3, sEH inh 38, DAT uptake mod -1, S1P2 antag -6, CYP2C19 act 1.1, PostGolgi yeast 6, CYP2C19 inh -7 and PostGolgi ctrl 3.
Screening Cc1cc(C)nc(SC(C)C(=O)O)n1 (centres undefined) returned sEH activator 5, S1P2 agonist -2, sEH inh -7, DAT uptake mod 0.13, S1P2 antag 10, CYP2C19 act 1.1, PostGolgi yeast -2, CYP2C19 inh -15 and PostGolgi ctrl -2.
Screening Cc1cccc(C(=O)N/N=C/c2ccc(OC3CSC3)cc2)c1 returned sEH activator -22, S1P2 agonist -7, sEH inh 22, DAT uptake mod 0.25, S1P2 antag 1, CYP2C19 act 1.1, PostGolgi yeast 3, CYP2C19 inh -6 and PostGolgi ctrl 2.
O=C(CCCN1C(=O)c2ccccc2C1=O)Nc1c2c(nc3c1CCC3)CCC2 was read as sEH activator -6, S1P2 agonist -2, sEH inh 8, DAT uptake mod -0.54, S1P2 antag -10, CYP2C19 act 1, PostGolgi yeast 1, CYP2C19 inh -4 and PostGolgi ctrl -1.
Cn1c(SCC(=O)N2CCOCC2)nc2sc3c(c2c1=O)CCCC3 was read as sEH activator -2, S1P2 agonist -4, sEH inh 0, DAT uptake mod 0.95, S1P2 antag 0, CYP2C19 act 0.4, PostGolgi yeast -5, CYP2C19 inh 60* and PostGolgi ctrl 5.
Screening O=C(Nc1cccc(C(=O)N2CCOCC2)c1)NC1CCCCC1 returned sEH activator -48, S1P2 agonist 0, sEH inh 48, DAT uptake mod -0.0018, S1P2 antag 13, CYP2C19 act 1, PostGolgi yeast -4, CYP2C19 inh -3 and PostGolgi ctrl 9.
`O=S(=O)(c1cccc2cccnc12)N(CCO)CCO` gave S1P2 agonist -6, DAT uptake mod -0.42, S1P2 antag 19, CYP2C19 act 1.2, PostGolgi yeast -10, CYP2C19 inh -17 and PostGolgi ctrl 1.
COc1ccc(Cn2nnnc2C(c2ccccc2Cl)N2CCN(C3CCCC3)CC2)cc1 (centres undefined) was read as sEH activator 8, S1P2 agonist -4, sEH inh -9, DAT uptake mod -0.65, S1P2 antag 11, CYP2C19 act 0.2, PostGolgi yeast 16, CYP2C19 inh 78* and PostGolgi ctrl 14.
Cc1ccc(C(=O)N2CC(C)OC(C)C2)c(Cl)c1 (centres undefined) was read as sEH activator -4, S1P2 agonist -1, sEH inh 1, DAT uptake mod 0.12, S1P2 antag -9, CYP2C19 act 0.8, PostGolgi yeast 2, CYP2C19 inh 20 and PostGolgi ctrl 2.
`CCOC(=O)N1CCN(CCC(=O)Nc2ccc(C)cc2)CC1` gave sEH activator 2, S1P2 agonist 2, sEH inh -4, DAT uptake mod -0.0096, S1P2 antag -28, CYP2C19 act 0.9, PostGolgi yeast -1, CYP2C19 inh 6 and PostGolgi ctrl 7.
Screening Cc1ccc(-c2nnc(N(C)C(=O)c3cccnc3)s2)cn1 returned sEH activator 2, S1P2 agonist -8, sEH inh -3, DAT uptake mod -0.74, S1P2 antag 8, CYP2C19 act 0.9, PostGolgi yeast 3, CYP2C19 inh 6 and PostGolgi ctrl 16.
`CCOc1ccccc1C1C(C(N)=O)=C(C)Nc2nc(-c3ccccc3Cl)nn21` (centres undefined) gave sEH activator -5, S1P2 agonist -7, sEH inh 3, DAT uptake mod 1, S1P2 antag 10, CYP2C19 act 0.7, PostGolgi yeast -2, CYP2C19 inh 27 and PostGolgi ctrl 12.
`COc1ccc(-c2nc(Cc3ccc(Cl)cc3)no2)cc1OC` gave sEH activator -16, S1P2 agonist -3, sEH inh 16, DAT uptake mod -0.14, S1P2 antag -5, CYP2C19 act 1.1, PostGolgi yeast 6, CYP2C19 inh -12 and PostGolgi ctrl 12.
Screening O=C(CN1CCNCC1)Nc1ccccc1Cl returned sEH activator 14, S1P2 agonist -4, sEH inh -14, DAT uptake mod -0.4, S1P2 antag -3, CYP2C19 act 1, PostGolgi yeast -4, CYP2C19 inh 4 and PostGolgi ctrl 11.
`O=C(O)CCc1ccc(-c2ccc(Br)cc2)n1CC(=O)O` gave sEH activator -10, S1P2 agonist -6, sEH inh 11, DAT uptake mod -0.13, S1P2 antag 0, CYP2C19 act 1.1, PostGolgi yeast 4, CYP2C19 inh -15 and PostGolgi ctrl 2.
COc1cc(NC(=O)c2ccccc2)c(OC)cc1NC(=O)CN1CCOCC1 was read as sEH activator -12, S1P2 agonist -1, sEH inh 10, DAT uptake mod 0.052, S1P2 antag -28, CYP2C19 act 0.9, PostGolgi yeast -7, CYP2C19 inh 8 and PostGolgi ctrl 10.
Screening CCC(=O)NC(=S)Nc1ccccc1C(F)(F)F returned sEH activator 3, S1P2 agonist -6, sEH inh -2, DAT uptake mod -0.88 and S1P2 antag 7.
For CCSC1=C(C#N)C(c2ccc3c(c2)OCO3)C2=C(CCCC2=O)N1 (centres undefined) the results were sEH activator 7, S1P2 agonist -2, sEH inh -5, DAT uptake mod -0.21, S1P2 antag -4, CYP2C19 act 0.2, PostGolgi yeast 4, CYP2C19 inh 85* and PostGolgi ctrl 10.
Screening COc1ccc(Cn2c(=O)[nH]c3cc(C(=O)NCCCN4CCCC4=O)ccc3c2=O)cc1 returned S1P2 agonist -2, DAT uptake mod -0.7, S1P2 antag 3, CYP2C19 act 0.9, PostGolgi yeast 7, CYP2C19 inh 12 and PostGolgi ctrl -1.
Screening C=CCn1c(SCc2csc(C)n2)nc2sc3c(c2c1=O)CCC(C)C3 (centres undefined) returned sEH activator -5, S1P2 agonist -3, sEH inh 8, DAT uptake mod 1.7 and S1P2 antag 6.
CC1CCCC(C)N1S(=O)(=O)c1ccc(NC(=O)CNCC2CCCO2)cc1 (centres undefined) was read as sEH activator 0, S1P2 agonist -5, sEH inh -1, S1P2 antag -7, CYP2C19 act 0.8, PostGolgi yeast 1, CYP2C19 inh 20 and PostGolgi ctrl 1.
`Cc1ccccc1N(C(=O)Cn1nnc(-c2cccs2)n1)C(C(=O)NCCC(C)C)c1ccco1` (centres undefined) gave sEH activator 14, S1P2 agonist -3, sEH inh -12, DAT uptake mod 0.34, S1P2 antag 9, CYP2C19 act 0.4, PostGolgi yeast 4, CYP2C19 inh 60* and PostGolgi ctrl 14.
Screening CCC(CO)NC(=O)c1ccc(-c2nn(C)c(=O)c3ccccc23)cc1 (centres undefined) returned sEH activator -1, S1P2 agonist -8, sEH inh 0, DAT uptake mod -0.8, S1P2 antag -15, CYP2C19 act 1, PostGolgi yeast 3, CYP2C19 inh 1 and PostGolgi ctrl 25.
Screening O=C(c1ccco1)N1CCN(S(=O)(=O)c2ccc(Cl)s2)CC1 returned sEH activator -3, S1P2 agonist -5, sEH inh 2, DAT uptake mod 0.14, S1P2 antag 18, CYP2C19 act 0.8, PostGolgi yeast -5, CYP2C19 inh 18 and PostGolgi ctrl -2.
Screening COCCn1c(Cc2ccccc2)nnc1SCC(=O)Nc1cc(C)on1 returned sEH activator 5, S1P2 agonist -6, sEH inh -5, DAT uptake mod -0.36, S1P2 antag 10, CYP2C19 act 0.9, PostGolgi yeast 4, CYP2C19 inh 8 and PostGolgi ctrl 43*.
`Cc1cccc2cc(CN(Cc3ccc(F)cc3)C(=O)N3CCOCC3)c(=O)[nH]c12` gave sEH activator 0, S1P2 agonist 0, sEH inh 4, DAT uptake mod -0.086 and S1P2 antag -14.
Screening COc1cccc(C(=O)Nc2nnc(C3CCCO3)s2)c1 (centres undefined) returned sEH activator 3, S1P2 agonist -1, sEH inh -1, DAT uptake mod -0.069, S1P2 antag -20, CYP2C19 act 1.1, PostGolgi yeast -2, CYP2C19 inh -13 and PostGolgi ctrl -3.
`Cc1ccc(S(=O)(=O)NCCSc2nnnn2-c2ccc(C(N)=O)cc2)cc1` gave DAT uptake mod -1.1, CYP2C19 act 0.8, PostGolgi yeast 4, CYP2C19 inh 24 and PostGolgi ctrl 11.
For CCn1c(COc2cccc(OC)c2)nnc1SCC(=O)Nc1ccccc1C(=O)OC the results were sEH activator 5, S1P2 agonist 0, sEH inh -5, DAT uptake mod 0.66, S1P2 antag 18, CYP2C19 act 0.6, PostGolgi yeast 0, CYP2C19 inh 43 and PostGolgi ctrl 13.
Screening Cc1ccc(-c2c(C)n([O-])c3c([n+]2=O)CCCCC3)o1 returned S1P2 agonist -6, DAT uptake mod -0.41, S1P2 antag 14, CYP2C19 act 0.8, PostGolgi yeast 13, CYP2C19 inh 19 and PostGolgi ctrl 1.

Part of the list above in order of heavy-atom count, ascending:
Screening COCCn1c(Cc2ccccc2)nnc1SCC(=O)Nc1cc(C)on1 returned sEH activator 5, S1P2 agonist -6, sEH inh -5, DAT uptake mod -0.36, S1P2 antag 10, CYP2C19 act 0.9, PostGolgi yeast 4, CYP2C19 inh 8 and PostGolgi ctrl 43*.
`Cc1ccc(S(=O)(=O)NCCSc2nnnn2-c2ccc(C(N)=O)cc2)cc1` gave DAT uptake mod -1.1, CYP2C19 act 0.8, PostGolgi yeast 4, CYP2C19 inh 24 and PostGolgi ctrl 11.
For CCn1c(COc2cccc(OC)c2)nnc1SCC(=O)Nc1ccccc1C(=O)OC the results were sEH activator 5, S1P2 agonist 0, sEH inh -5, DAT uptake mod 0.66, S1P2 antag 18, CYP2C19 act 0.6, PostGolgi yeast 0, CYP2C19 inh 43 and PostGolgi ctrl 13.
